# Bioassay records (PubChem)
# TEAD-YAP inh = TEAD-YAP interaction inhibition; inhibition, % at 9.12 µM; 640,000 compounds, 1.4% hits; HEK-TIYL cells, TEAD-Gal4/YAP UAS-luciferase luminescence; in the data active = inhibition above about 32%;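 note: 0% = median of test compound wells and 100% = reference inhibitor wells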
# MITF inh = blocks human microphthalmia-associated transcription factor; AID 1259374; AlphaScreen MITF homodimerization, bead proximity signal; 650,000 compounds, 0.91% hits; inhibition, % at 2.6 µM; O75030; in the data active = inhibition above about 50%;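 note: 0% = vehicle wells with protein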
# Target sequence (O75030 whole entry, looked up): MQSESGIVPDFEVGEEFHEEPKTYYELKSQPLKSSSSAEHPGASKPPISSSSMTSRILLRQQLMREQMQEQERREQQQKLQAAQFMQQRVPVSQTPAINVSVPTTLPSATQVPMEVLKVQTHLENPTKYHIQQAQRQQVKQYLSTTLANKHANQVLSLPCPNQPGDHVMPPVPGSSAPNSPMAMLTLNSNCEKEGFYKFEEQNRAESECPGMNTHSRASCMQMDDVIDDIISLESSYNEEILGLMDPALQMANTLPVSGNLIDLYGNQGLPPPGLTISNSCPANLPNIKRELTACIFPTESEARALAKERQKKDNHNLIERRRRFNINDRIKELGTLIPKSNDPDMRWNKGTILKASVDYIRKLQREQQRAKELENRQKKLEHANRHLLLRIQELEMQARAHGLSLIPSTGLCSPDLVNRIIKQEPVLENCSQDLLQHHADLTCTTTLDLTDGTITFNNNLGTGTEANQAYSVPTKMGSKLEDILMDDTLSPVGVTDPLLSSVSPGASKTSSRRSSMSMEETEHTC
# FBW7 act = activators of human E3 ligase FBW7 | AlphaScreen FBW7–phospho-cyclin E peptide binding, activator screen | normalized activity (activation), % at 26.1 µM | 650,000 compounds, 0.13% hits; in the data active = normalized activity above about 1.9%;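 note: purified mutant Fbw7 with reduced substrate affinity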
# GPR151 ag = activates the human receptor GPR151; Q8TDV0; PathHunter beta-arrestin GPR151 cells, luminescence; activation, % at 11.2 µM; 650,000 compounds, 1% hits; in the data active = activation above about 4.9%;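 note: 0% = median of compound wells and 100% = cells with positive control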
# An asterisk follows results filed as active; x = no result given.
1) O=C(NNS(=O)(=O)c1cccc([N+](=O)[O-])c1)c1cccc(I)c1
2) Cc1ccc(N2CC(c3nnc(-c4cccc(Cl)c4)o3)CC2=O)cc1 (centres undefined)
3) CCN(C(=O)Cn1nc(C(=O)O)c2ccccc2c1=O)C1CCS(=O)(=O)C1 (centres undefined)
4) COc1ccc(C2Nc3ccccc3NC3=C2C(=O)NC3)cc1OC (centres undefined)
5) O=C(Cn1ccc(=O)[nH]c1=O)OCc1cnc(-c2ccccc2)o1
6) CCOC(=O)c1sc2nc(C)nc(SC(C)C(=O)OC)c2c1C (centres undefined)
screen / no.	1	2	3	4	5	6
TEAD-YAP inh	-5	-2	-1	-29	1	-6
MITF inh	7	-4	24	-8	14	4
FBW7 act	0.2	0.1	0.2	0.5	0.1	-0.1
GPR151 ag	-1.5	-0.7	-0.1	-1.2	0.7	-1.1

# Some of the entries so far, as tab-separated lines:
entry	SMILES	TEAD-YAP inh	MITF inh	FBW7 act	GPR151 ag
5	O=C(Cn1ccc(=O)[nH]c1=O)OCc1cnc(-c2ccccc2)o1	1	14	0.1	0.7
6	CCOC(=O)c1sc2nc(C)nc(SC(C)C(=O)OC)c2c1C (centres undefined)	-6	4	-0.1	-1.1

# Additional results
7) Cc1ccc(C)n1Cc1ccccc1Cl
8) COc1cccc(CNC(=O)CCc2c(C)nc3c(c(C)nn3C(C)(C)C)c2C)c1
9) Cc1csc(N2C(=O)c3oc4ccc(Cl)cc4c(=O)c3C2c2ccc(F)cc2)n1 (centres undefined)
10) CSc1ccc(S(=O)(=O)Nc2ccc(S(=O)(=O)N3CCOCC3)cc2)cc1
11) CCNc1nc(Nc2ccc(NC(C)=O)cc2)c2ncn(Cc3ccc(C(F)(F)F)cc3)c2n1
12) Cc1ccc(NC(=O)c2cccc([N+](=O)[O-])c2)cc1CN1C(=O)c2ccccc2C1=O
screen / no.	7	8	9	10	11	12
TEAD-YAP inh	8	8	1	-2	-4	7
MITF inh	4	-5	-11	0	4	14
FBW7 act	0.0	-0.1	-0.1	-0.1	-0.1	0.2
GPR151 ag	-0.1	1.1	0.4	5.8*	3.6	-1.9

13) Cc1ccc2c(Cn3ncc(Cl)c(Cl)c3=O)cc(=O)oc2c1C
14) COc1cc(NC(=O)C(C)C)c(OC)cc1NC(=O)NC1CCCCC1
15) Cc1cccc(/C=C(/C#N)c2nc(-c3ccc(Cl)cc3)cs2)c1
16) Nc1cccc(-c2cc(C(=O)O)c3ccccc3n2)c1
17) Cc1ccc(C)c(N2C(=N)SCC2=O)c1
18) Cc1nc([N+](=O)[O-])nn1C12CC3CC(CC(Br)(C3)C1)C2
screen / no.	13	14	15	16	17	18
TEAD-YAP inh	6	1	-1	-4	11	-2
MITF inh	-1	7	11	0	3	-1
FBW7 act	0.1	0.2	0.1	0.0	0.1	0.1
GPR151 ag	-2.1	0.3	0.0	0.9	1.9	0.6

19) C/C(N)=C(/C#N)C(=O)CSc1nnc(COc2cc(C)ccc2C)o1
20) COc1ccc(C2C(C(=O)c3cccs3)=C(O)C(=O)N2c2nncs2)cc1OC (centres undefined)
21) COc1cccc2cc(C(=O)OCC(=O)Nc3ccc4c(c3)OCO4)c(=O)oc12
22) CCOC(=O)C1=C(C)N=c2s/c(=C\c3ccc(C)o3)c(=O)n2C1c1cc(OC)ccc1OC (centres undefined)
23) Cc1ccc(Cn2nnc3c(=O)n(Cc4ccc(Br)cc4)cnc32)cc1
24) O=C(NCc1ccco1)c1c(C(F)(F)F)nc2ccccn12
screen / no.	19	20	21	22	23	24
TEAD-YAP inh	5	10	3	-9	-3	8
MITF inh	-5	-3	-4	-5	1	10
FBW7 act	0.1	-0.1	-0.1	-0.1	-0.2	-0.2
GPR151 ag	0.2	0.0	1.3	0.1	2.6	-0.3

# Exported with two lines to a compound: part of the list above
# Every second line gives: TEAD-YAP inh, MITF inh, FBW7 act, GPR151 ag
7	Cc1ccc(C)n1Cc1ccccc1Cl
  8, 4, 0.0, -0.1
8	COc1cccc(CNC(=O)CCc2c(C)nc3c(c(C)nn3C(C)(C)C)c2C)c1
  8, -5, -0.1, 1.1
9	Cc1csc(N2C(=O)c3oc4ccc(Cl)cc4c(=O)c3C2c2ccc(F)cc2)n1 (centres undefined)
  1, -11, -0.1, 0.4
10	CSc1ccc(S(=O)(=O)Nc2ccc(S(=O)(=O)N3CCOCC3)cc2)cc1
  -2, 0, -0.1, 5.8*
11	CCNc1nc(Nc2ccc(NC(C)=O)cc2)c2ncn(Cc3ccc(C(F)(F)F)cc3)c2n1
  -4, 4, -0.1, 3.6
12	Cc1ccc(NC(=O)c2cccc([N+](=O)[O-])c2)cc1CN1C(=O)c2ccccc2C1=O
  7, 14, 0.2, -1.9
13	Cc1ccc2c(Cn3ncc(Cl)c(Cl)c3=O)cc(=O)oc2c1C
  6, -1, 0.1, -2.1
14	COc1cc(NC(=O)C(C)C)c(OC)cc1NC(=O)NC1CCCCC1
  1, 7, 0.2, 0.3
15	Cc1cccc(/C=C(/C#N)c2nc(-c3ccc(Cl)cc3)cs2)c1
  -1, 11, 0.1, 0.0
16	Nc1cccc(-c2cc(C(=O)O)c3ccccc3n2)c1
  -4, 0, 0.0, 0.9
17	Cc1ccc(C)c(N2C(=N)SCC2=O)c1
  11, 3, 0.1, 1.9
18	Cc1nc([N+](=O)[O-])nn1C12CC3CC(CC(Br)(C3)C1)C2
  -2, -1, 0.1, 0.6
19	C/C(N)=C(/C#N)C(=O)CSc1nnc(COc2cc(C)ccc2C)o1
  5, -5, 0.1, 0.2
20	COc1ccc(C2C(C(=O)c3cccs3)=C(O)C(=O)N2c2nncs2)cc1OC (centres undefined)
  10, -3, -0.1, 0.0
21	COc1cccc2cc(C(=O)OCC(=O)Nc3ccc4c(c3)OCO4)c(=O)oc12
  3, -4, -0.1, 1.3

# Next section.
25) COc1ccc(NC(=O)NCCNc2cc(-n3cccn3)nc(C)n2)c(C)c1
26) Cc1cc(C)cc(NC(=O)C2(c3cccs3)CCOCC2)c1
27) NC(=O)c1ccccc1NC(=O)Cc1cccs1
28) Cc1ccc(-c2cnc(N3CCC4(CC3)OCCO4)nc2)cc1
29) C[C@H]1COC(=O)[C@H](Cc2ccccc2)NC(=O)[C@@H](C)COC(=O)[C@H](Cc2ccccc2)NC1=O
30) O=C(COC(=O)c1ccc2c(c1)C(=O)N(c1ccc([N+](=O)[O-])cc1)C2=O)c1ccc(F)cc1
screen / no.	25	26	27	28	29	30
TEAD-YAP inh	9	-5	3	-49	x	5
MITF inh	12	13	2	3	6	-2
FBW7 act	0.0	0.1	0.0	0.2	0.2	-0.1
GPR151 ag	0.6	0.3	-0.3	-3.5	-0.1	-0.4

31) Cc1ccc(C)c(S(=O)(=O)N2CCN3C(=O)[C@H]([C@@H](C)O)NC(=O)[C@H]3C2)c1
32) OC1(c2ccc(OC(F)F)cc2)CSC(=Nc2cccnc2)N1CCCn1ccnc1 (centres undefined)
33) CC1CN(C(=O)COC(=O)c2ccc(Cl)c(N)c2)CC(C)O1 (centres undefined)
34) NC(=O)C1CCN(C(=O)CSc2ccsc2[N+](=O)[O-])CC1
35) O=C(CN1C(=O)c2ccccc2C1=O)Nc1nccs1
36) OCCN1CCOCCOCCOCCOCCOCCOCC1
screen / no.	31	32	33	34	35	36
TEAD-YAP inh	1	11	-2	-2	-13	1
MITF inh	-15	0	11	8	-1	9
FBW7 act	-0.2	-0.3	-0.1	0.6	-0.1	0.4
GPR151 ag	0.6	0.4	2.7	-0.9	-0.8	0.2

37) CCOC(=O)C1=C(C)N=c2s/c(=C\c3ccc(-c4ccc(C(=O)OCC)cc4)o3)c(=O)n2C1c1c(OC)ccc2ccccc12 (centres undefined)
38) CCOC(=O)c1ccc(NC(=S)N2CCCC2)cc1
39) CCOC(=O)C1=C(C)Nc2ccccc2N/C1=N\S(=O)(=O)c1cccc(C(C)=O)c1
40) COc1cccc(N2C[C@@H]3C[C@@H](c4cnn(-c5ccccc5)c4)N4CCC[C@@]34C2=O)c1
41) C=CCNC(=O)c1ccccc1NS(=O)(=O)c1ccc2c(c1)OCCO2
42) CC12CCC(=O)N1c1c(oc3ccccc13)C(=O)N2 (centres undefined)
screen / no.	37	38	39	40	41	42
TEAD-YAP inh	-23	-20	6	37*	-9	6
MITF inh	6	9	-12	-2	-9	10
FBW7 act	-0.2	0.4	0.0	0.0	0.2	-0.1
GPR151 ag	1.0	-0.3	-1.1	1.0	-0.3	-1.3

43) O=C1N(c2ccccc2)C[C@@H]2C[C@@H](c3ccc(C#CCCO)cc3)N3CCC[C@@]123
44) COc1ccc(C(=O)Nc2ccc(S(=O)(=O)Nc3onc(C)c3C)cc2)cc1
45) CC(NC(=O)C(F)(F)F)C(=O)Nc1ccccc1-c1ccccc1 (centres undefined)
46) O=C(N/N=C/C=C/c1ccc2c(c1)OCO2)c1cc(Cl)ccc1O
47) Cc1cc(I)ccc1NC(=O)c1sc2ccccc2c1Cl
48) c1ccc(-n2cnc3c(NCCN4CCOCC4)nc(Nc4ccc(-n5ccnc5)cc4)nc32)cc1
screen / no.	43	44	45	46	47	48
TEAD-YAP inh	-5	-8	12	-7	-18	61*
MITF inh	16	4	17	2	-5	0
FBW7 act	-0.1	0.0	0.5	-0.1	0.0	-0.1
GPR151 ag	-0.6	2.8	0.2	-0.6	0.2	-2.4

49) O=S(=O)(c1ccc(Cl)cc1Br)N1CCOCC1
50) CCCOC(=O)C1=C(C)NC2=C(C(=O)CC(c3ccccc3)C2)C1c1ccc2c(c1)OCO2 (centres undefined)
51) O=C(Nc1cccc(Br)c1)c1cc(S(=O)(=O)N2CCCC2)ccc1Cl
52) Cc1ccc(S(=O)(=O)N(CC(N)=O)c2ccc(Cl)cc2C)cc1
53) COc1ccc(C2C3(C#N)C(N)=NC4(OCCO4)C23C#N)cc1 (centres undefined)
54) COc1ccc(/C=N/NC(=O)c2cn(C)c3ccccc23)cc1O
screen / no.	49	50	51	52	53	54
TEAD-YAP inh	-6	18	35*	3	13	33*
MITF inh	1	8	10	-23	14	6
FBW7 act	-0.1	0.3	0.5	-0.1	-0.1	0.1
GPR151 ag	1.8	1.1	-1.0	-0.3	2.2	-0.4

55) Cc1c(Br)c([N+](=O)[O-])nn1CC(=O)N1CCCCCC1
56) CN1CCOCCOCCOCCN(C)C(=O)N(C)CCOCCN(C)C1=O
57) COc1ccccc1-c1nn2c(Cc3ccccc3)nnc2s1
58) CC1CCCCN1CCNC(=O)Cn1nc(-c2ccccc2)ccc1=O (centres undefined)
59) Cc1nonc1NC(=O)OCCN1CCOC1=O
60) CCOC(=O)C1(CCOC)CCN(C(=O)c2sccc2C)CC1
61) O=C(NCCN1CCN(C(=O)c2cccc([N+](=O)[O-])c2)CC1)C(=O)Nc1ccccc1
62) CC(=O)c1cccc(NC(=O)C(C)NS(=O)(=O)c2ccc(Cl)cc2)c1 (centres undefined)
screen / no.	55	56	57	58	59	60	61	62
TEAD-YAP inh	-9	4	2	6	-2	-7	5	4
MITF inh	6	5	-8	-2	7	-4	-5	13
FBW7 act	0.1	-0.1	-0.1	0.1	0.7	0.0	-0.2	0.1
GPR151 ag	1.8	-0.2	2.7	0.0	-0.9	-1.9	0.8	0.4
